Screening data: PubChem BioAssay, several laboratories
HUVEC inhibit = inhibitors of HUVEC proliferation, primary screen, cell-based, 384-well; AID 648, 2007; CellTiter-Glo luminescence, 72 h; stronger effect = lower value; actives 1.1% (n = 86,000); viability, % at 10 µM (by protocol);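 active = viability at or below 30%; inactive = viability above 30%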;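 note: 100% = median luminescence of DMSO-only cell control wells on each plate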
PostGolgi yeast = phenotypic screen on post-Golgi transport, primary screen | post-Golgi transport phenotypic cell assay | AID 739, 2007 | actives 0.9% (n = 98,000) | inhibition, % at 10 µM;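 note: yeast cells grown in 1536-well plates; yeast grown about 18 h at 30C before absorbance read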
E coli WT exp = growth inhibitors of wild-type E. coli, primary screen, strain BW25113, expanded library, OD600; OD600 absorbance; growth inhibition, % at 100 µM; actives 0.15% (n = 98,000); AID 710, 2007;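 active = growth inhibition above about 50% at one test dose, limit read from the data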;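 note: growth measured after 20 h incubation at 37 °C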
S1P2 blocker = human S1P2 receptor antagonists, primary screen, cell-based; cell-based S1P2 antagonist assay, inhibition at 5 uM; Sphingosine 1-phosphate receptor 2 (Homo sapiens), O95136; AID 736, 2007; inhibition, % at 5 µM; actives 0.21% (n = 97,000); in the data active = inhibition above about 45%;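 note: CRE beta-lactamase reporter cells expressing human S1P2 stimulated with S1P; 0% = agonist at EC80 alone and 100% = agonist plus reference antagonist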
Target sequence (O95136 whole entry, looked up): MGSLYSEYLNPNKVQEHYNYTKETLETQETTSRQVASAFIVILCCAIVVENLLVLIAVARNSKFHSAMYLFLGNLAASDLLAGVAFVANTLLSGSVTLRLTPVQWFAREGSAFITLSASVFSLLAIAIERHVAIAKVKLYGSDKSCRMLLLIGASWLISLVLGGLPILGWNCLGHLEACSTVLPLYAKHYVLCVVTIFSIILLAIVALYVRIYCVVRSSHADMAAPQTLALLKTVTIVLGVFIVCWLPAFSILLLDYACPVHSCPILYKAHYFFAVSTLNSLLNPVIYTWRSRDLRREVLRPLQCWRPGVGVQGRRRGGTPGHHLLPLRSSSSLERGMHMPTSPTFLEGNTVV
S1P2 ag = S1P2 receptor agonists, primary screen, cell-based; Sphingosine 1-phosphate receptor 2 (Homo sapiens), O95136; S1P2-expressing cell line, agonist reporter read-out; activation, % at 4.5 µM; actives 0.46% (n = 97,000); in the data active = activation above about 16%;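 note: 0% = vehicle low control and 100% = maximal reference agonist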
PostGolgi ctrl = growth inhibition of yeast control strain, primary screen, counter-screen for post-Golgi transport modulator project; actives 5% (n = 98,000); efflux-deficient yeast background strain, growth absorbance A615, 16 h; AID 738, 2007; inhibition, % at 10 µM
H69AR growth 86K = proliferation blockers of H69AR lung cancer cells, primary screen, cell-based, human, 86K library | H69AR lung tumor viability, ATP luminescence, 72 h; stronger effect = lower value | viability, % at 10 µM | actives 6% (n = 85,000) | AID 598, 2007;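 active = viability at or below 40%; inactive = viability above 40%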;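 note: multidrug resistant small cell line overexpressing MRP-1 efflux transporter; 100% = mean luminescence of untreated control wells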
Lung fibro prol = antiproliferative effect on LL 47 fibroblasts – human, LL 47 cells, CellTiter-Glo luminescence, primary screen; LL 47 human lung fibroblast viability, ATP luminescence; stronger effect = lower value; viability, % at 10 µM; AID 719, 2007; actives 1.1% (n = 85,000);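 active = viability at or below 50% in the single dose screen; inactive = viability above 50%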;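 note: compound exposure lasted 72 h before the ATP readout; 100% = median luminescence of untreated cell-only wells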
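Signal: luminescent ATP detection, CellTiter-Glo; assay system: LL 47 human lung fibroblasts; input: 1,150 cells/well; incubation: overnight cell rest, 72 h compound treatment at 37 °C; measure: % viability versus median cells-only luminescence; medium: IMEM growth medium with 15% fetal bovine serum; dosing: compound addition at 0.1% DMSO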
hDAT+cocaine = changed hDAT dopamine uptake under cocaine IC80, either direction, primary screen, cocaine antagonist project, cell-based, LLC-PK1 hDAT, [14C]-dopamine uptake, MLSMR; Sodium-dependent dopamine transporter (Homo sapiens), Q01959; LLC-PK1 hDAT cells, [14C]-dopamine uptake with cocaine IC80; actives deviate in either direction; B-score at 10 µM; actives 1.3% (n = 110,000); AID 449768, 2010;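 active = Z score or B-score, a plate-position-corrected score, falls beyond the plate's 99.7% confidence bounds, in either direction; inactive = both scores lie inside the 99.7% bounds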;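 note: scored against the spread of the other compound wells on the same plate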
Target sequence (Q01959 whole entry, looked up): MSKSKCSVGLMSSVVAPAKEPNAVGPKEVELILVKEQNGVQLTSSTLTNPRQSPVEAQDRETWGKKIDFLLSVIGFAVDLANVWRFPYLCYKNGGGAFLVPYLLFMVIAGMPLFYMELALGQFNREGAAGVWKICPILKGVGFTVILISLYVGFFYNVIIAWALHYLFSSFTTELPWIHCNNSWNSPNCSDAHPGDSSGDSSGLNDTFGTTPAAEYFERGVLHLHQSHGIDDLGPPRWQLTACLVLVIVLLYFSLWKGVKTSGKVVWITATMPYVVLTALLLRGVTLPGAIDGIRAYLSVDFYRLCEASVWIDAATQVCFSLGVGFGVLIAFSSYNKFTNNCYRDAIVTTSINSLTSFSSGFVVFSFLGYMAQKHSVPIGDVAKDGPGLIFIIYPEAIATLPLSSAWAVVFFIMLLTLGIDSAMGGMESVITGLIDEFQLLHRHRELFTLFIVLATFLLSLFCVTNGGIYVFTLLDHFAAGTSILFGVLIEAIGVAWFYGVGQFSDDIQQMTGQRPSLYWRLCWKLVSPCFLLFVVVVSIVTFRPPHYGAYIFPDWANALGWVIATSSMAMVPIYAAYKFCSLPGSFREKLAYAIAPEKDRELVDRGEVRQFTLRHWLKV
Starred values were filed as active, the others as inactive; x = not tested or not shown. Cut-off read from the data, not from the text of the source, unless noted: active = inhibition above about 30%; inactive = the rest.

Short forms: A = HUVEC inhibit; B = PostGolgi yeast; C = E coli WT exp; D = S1P2 blocker; E = S1P2 ag; F = PostGolgi ctrl; G = H69AR growth 86K; H = Lung fibro prol; I = hDAT+cocaine
> COc1ccccc1N1CCN(C(=O)CC2NC3CCCCC3NC2=O)CC1 (configuration not stated)
  A: 98; B: 16; C: 1; D: -6; E: -5; F: 30; G: 93; H: 101; I: x

> CCCNCc1cc(OCC)c(OCC(N)=O)cc1Br
  A: 88; B: 2; C: -5; D: -3; E: -7; F: 10; G: 94; H: 101; I: -0.2

> Cc1ccc(-n2nc3c(c2NC(=O)c2ccc(OC(C)C)cc2)CS(=O)C3)cc1 (configuration not stated)
  A: 97; B: -2; C: 7; D: 7; E: -2; F: 8; G: 93; H: 106; I: 0.83

> Fc1ccccc1/C=C1\CCCC2=C1Nc1nnnn1C2c1ccccc1F (configuration not stated)
  A: x; B: 0; C: 6; D: 30; E: -5; F: -11; G: x; H: x; I: -1

> O=C(CC1N=C2c3ccccc3N=C(SCc3ccc(F)cc3)N2C1=O)NCc1ccco1 (configuration not stated)
  A: 64; B: 17; C: 0; D: 15; E: -4; F: 24; G: 38*; H: 93; I: 0.96

> Cc1nc(NC2=NC(C(=O)Nc3ccc(Cl)cc3)CC(=O)N2)nc2ccccc12 (configuration not stated)
  A: x; B: 9; C: -1; D: 6; E: 3; F: -4; G: x; H: x; I: -0.46

> CCOc1ccc(C(=O)Nc2ccc(N3CCCC3)cc2)cc1
  A: x; B: 8; C: -5; D: 2; E: -6; F: 0; G: x; H: x; I: -0.46

> CC1=C(C(=O)OCCOC(C)C)C(c2cc3c(cc2Br)OCO3)C2=C(CCCC2=O)N1 (configuration not stated)
  A: 95; B: -4; C: 2; D: 5; E: -2; F: 12; G: 79; H: 100; I: 0.83

> COc1ccccc1C1CC(c2ccc(Cl)cc2Cl)Nc2nc(N)nn21 (configuration not stated)
  A: 98; B: -2; C: 7; D: 14; E: -3; F: 8; G: 98; H: 90; I: 1.3

> Cc1nn(Cc2ccc(Cl)cc2Cl)c(C)c1NC(=O)c1nn(C)cc1Cl
  A: 89; B: -8; C: 1; D: -5; E: -5; F: 6; G: 86; H: 108; I: 2.7

New compounds follow.
Short forms: A = HUVEC inhibit; B = PostGolgi yeast; C = E coli WT exp; D = S1P2 blocker; E = S1P2 ag; F = PostGolgi ctrl; G = H69AR growth 86K; H = Lung fibro prol; I = hDAT+cocaine
> O=S(=O)(Nc1nc2ccccc2nc1Nc1ccc2c(c1)OCCO2)c1cccs1
  A: 86; B: -1; C: 1; D: x; E: x; F: 19; G: 78; H: 102; I: -0.28

> COc1ccc(N2CCN(C(c3cccc(OC)c3OC)c3nnnn3C3CCCC3)CC2)cc1 (configuration not stated)
  A: 121; B: 3; C: -9; D: -20; E: -5; F: 10; G: 96; H: 92; I: -0.013

> CC(=O)N1C=CN(C(C)=O)C(c2cn(C)c3ccccc23)C1c1cn(C)c2ccccc12 (configuration not stated)
  A: 93; B: -4; C: -2; D: x; E: x; F: 34*; G: 90; H: 92; I: -0.11

> CCC(C)(C)n1nnnc1CN1CCN(c2nc3ccc(C)cc3cc2C#N)CC1
  A: 92; B: -2; C: -7; D: 3; E: -4; F: 18; G: 81; H: 96; I: 0.53

> CSc1ccc(Cl)c(C(=O)OCC(=O)N2CCOCC2)c1
  A: 110; B: 26; C: 3; D: -13; E: 2; F: -6; G: 104; H: 100; I: -0.03

> Cc1cccc(-c2noc(-c3ccccc3C(=O)NCC3CCCO3)n2)c1 (configuration not stated)
  A: 97; B: -3; C: 4; D: 23; E: -6; F: 31*; G: 79; H: 102; I: 0.22

> CCN(CC)CCCN1C(=O)C(=O)/C(=C(/O)c2cc(C)ccc2C)C1c1cccnc1 (configuration not stated)
  A: 93; B: -3; C: 0; D: 5; E: -5; F: 3; G: x; H: 96; I: 0.24

> COc1c(C)cc(S(=O)(=O)N2CCCC2)c(C)c1C
  A: 94; B: 4; C: 4; D: -13; E: -3; F: 16; G: 99; H: 95; I: -0.043

> Cc1[nH]c2ccccc2c1C(=O)CN1CCCCC1CCO (configuration not stated)
  A: 88; B: 2; C: 1; D: 2; E: -3; F: 6; G: 52; H: 91; I: 0.089

> O=C(COC(=O)CCS(=O)(=O)c1ccc(Cl)cc1)Nc1ncc(Cl)cc1Cl
  A: 92; B: 16; C: -6; D: 2; E: -6; F: 7; G: 88; H: 96; I: -0.0063

More structures follow.
Short forms: A = HUVEC inhibit; B = PostGolgi yeast; C = E coli WT exp; D = S1P2 blocker; E = S1P2 ag; F = PostGolgi ctrl; G = H69AR growth 86K; H = Lung fibro prol; I = hDAT+cocaine
> Cn1c(=O)c2c(nc(CN3CCN(c4ccccc4F)CC3)n2CCN2CCOCC2)n(C)c1=O
  A: 92; B: -8; C: -4; D: -1; E: -6; F: 1; G: 81; H: 101; I: 0.22

> Cc1c(N=C2SCC(=O)N2c2c(C)n(C)n(-c3ccccc3)c2=O)c(=O)n(-c2ccccc2)n1C
  A: 102; B: 0; C: -1; D: -22; E: 3; F: 4; G: 90; H: 98; I: -1.2

> CCOC(=O)C1CCN(CC(=O)Nc2c(C(=O)OC)[nH]c3cccc(Cl)c23)CC1
  A: 98; B: 23; C: -5; D: 3; E: -2; F: 2; G: 64; H: 97; I: 0.31

> O=C(O)C1CC(=O)N(Cc2ccc(F)cc2)C1 (configuration not stated)
  A: 93; B: -5; C: -5; D: x; E: x; F: 5; G: 91; H: 100; I: 0.14

> CCOC(=O)c1cc(C(O)(C(F)(F)F)C(F)(F)F)c(/N=C/N(C)C)o1
  A: 89; B: 0; C: -2; D: 21; E: -13; F: 0; G: 86; H: 106; I: -0.75

> CCN(Cc1cc2ccccc2[nH]c1=O)C(=O)C(C)C
  A: 96; B: 2; C: 6; D: 16; E: 2; F: -1; G: 96; H: 102; I: -0.017

> CCCCCc1ccc(CC(=O)Nn2c(C)nc3ccccc3c2=O)cc1
  A: 81; B: -3; C: -2; D: 1; E: -3; F: 41*; G: 82; H: 94; I: 0.5

> CN=C(Nc1ccc(Cl)cc1)c1cccc(C(F)(F)F)c1
  A: x; B: 6; C: 17; D: 29; E: -4; F: 4; G: x; H: x; I: 1.9

> Cc1sc2nc(SCC(=O)c3cccs3)n(Cc3ccco3)c(=O)c2c1C
  A: 24*; B: -5; C: -3; D: 0; E: -6; F: 2; G: 59; H: 84; I: -0.0039

> CCCCC(=O)OCC(=O)Nc1ccc(OC(F)F)cc1
  A: 97; B: 6; C: 11; D: 28; E: -4; F: 5; G: 105; H: 94; I: 0.69

(listing goes on)
canonical_smiles | HUVEC inhibit | PostGolgi yeast | E coli WT exp | S1P2 blocker | S1P2 ag | PostGolgi ctrl | H69AR growth 86K | Lung fibro prol | hDAT+cocaine
COc1ccc(C(C)(C)C)cc1S(=O)(=O)N1CCN(C)CC1 | 92 | 1 | 9 | 17 | -2 | 1 | 77 | 99 | -0.29
COc1ccc(-n2nnnc2SCC(=O)Nc2cccc(NC(C)=O)c2)cc1OC | 98 | -2 | 1 | -9 | -8 | -4 | x | 99 | 0.23
Nn1c(SCc2ccccc2)nnc1-c1ccccn1 | 101 | -2 | 7 | 1 | -3 | -2 | 96 | 108 | -0.99
COc1cccc(C(=O)NN2C(=O)C3C4C=CC(O4)C3C2=O)c1 (configuration not stated) | x | 5 | 4 | -7 | -3 | -1 | x | x | -0.74
COCCNC(=O)CN1C(=O)CC(C)(C)S(=O)(=O)c2ccccc21 | 105 | -1 | 8 | 16 | -5 | -3 | 94 | 105 | -0.4
COc1cccc(C(=O)COC(=O)C(C)N2C(=O)C3C4C=CC(C4)C3C2=O)c1 (configuration not stated) | 102 | -4 | -2 | -20 | 0 | 7 | 92 | 95 | 0.013
COc1ccc(-c2cn3c(C)c(C(=O)Nc4cc(NC(C)=O)ccc4OC)sc3n2)cc1 | 65 | 3 | -11 | -7 | -1 | -3 | 93 | 80 | 0.12
CCCCC(=O)NCCc1cc2c(C)ccc(C)c2[nH]c1=O | 95 | x | x | 16 | -6 | x | 82 | 102 | -0.031

The listing continues:
canonical_smiles | HUVEC inhibit | PostGolgi yeast | E coli WT exp | S1P2 blocker | S1P2 ag | PostGolgi ctrl | H69AR growth 86K | Lung fibro prol | hDAT+cocaine
Cn1c(Cn2c(=O)sc3ccccc32)nnc1SCC(=O)N1CCCc2ccccc21 | 90 | 4 | -10 | x | x | 12 | 86 | 92 | -0.25
CCn1c(SCC(=O)OC2CCCCC2)nnc1-c1ccncc1 | 99 | -9 | 10 | 2 | -4 | 8 | 91 | 97 | 0.42
C=CCOC(=O)C1=C(C)NC(SCC)=C(C#N)C1c1ccc(Cl)cc1 (configuration not stated) | 54 | 6 | 2 | 16 | -8 | 55* | 70 | 84 | 1.7
O=C1NC(c2ccncc2)Nc2ccccc21 (configuration not stated) | 113 | 8 | 13 | 5 | -5 | 2 | 103 | 93 | -0.69
COCCN(CC(=O)NCc1ccc(F)cc1)C(=O)CCC(=O)Nc1ccccn1 | 83 | -3 | 6 | -2 | -7 | -4 | 79 | 105 | -0.78
CCOC(=O)c1c(N)nn(C(C)=O)c1-c1ccccc1 | 84 | 13 | 1 | -22 | -4 | -3 | 86 | 98 | -0.34
Cc1ccc2nc(N/N=C\c3ccc([N+](=O)[O-])o3)nc(-c3ccccc3)c2c1 | 51 | 108* | -25 | 10 | -5 | 99* | 13* | 90 | x
O=C(NCCO)/C(=C/c1ccc(Br)cc1)NC(=O)c1cccs1 | x | 2 | 2 | -10 | -2 | 5 | x | x | 0.022
Cc1cc(=O)oc2c(CN(C)Cc3ccccc3)c(O)ccc12 | 90 | -3 | 7 | 3 | 3 | 12 | 97 | 100 | 1.2

Structural class, the compounds so far containing a Cl atom.
canonical_smiles | HUVEC inhibit | PostGolgi yeast | E coli WT exp | S1P2 blocker | S1P2 ag | PostGolgi ctrl | H69AR growth 86K | Lung fibro prol | hDAT+cocaine
Cc1nc(NC2=NC(C(=O)Nc3ccc(Cl)cc3)CC(=O)N2)nc2ccccc12 (configuration not stated) | x | 9 | -1 | 6 | 3 | -4 | x | x | -0.46
COc1ccccc1C1CC(c2ccc(Cl)cc2Cl)Nc2nc(N)nn21 (configuration not stated) | 98 | -2 | 7 | 14 | -3 | 8 | 98 | 90 | 1.3
Cc1nn(Cc2ccc(Cl)cc2Cl)c(C)c1NC(=O)c1nn(C)cc1Cl | 89 | -8 | 1 | -5 | -5 | 6 | 86 | 108 | 2.7
CSc1ccc(Cl)c(C(=O)OCC(=O)N2CCOCC2)c1 | 110 | 26 | 3 | -13 | 2 | -6 | 104 | 100 | -0.03
O=C(COC(=O)CCS(=O)(=O)c1ccc(Cl)cc1)Nc1ncc(Cl)cc1Cl | 92 | 16 | -6 | 2 | -6 | 7 | 88 | 96 | -0.0063
CCOC(=O)C1CCN(CC(=O)Nc2c(C(=O)OC)[nH]c3cccc(Cl)c23)CC1 | 98 | 23 | -5 | 3 | -2 | 2 | 64 | 97 | 0.31
CN=C(Nc1ccc(Cl)cc1)c1cccc(C(F)(F)F)c1 | x | 6 | 17 | 29 | -4 | 4 | x | x | 1.9
C=CCOC(=O)C1=C(C)NC(SCC)=C(C#N)C1c1ccc(Cl)cc1 (configuration not stated) | 54 | 6 | 2 | 16 | -8 | 55* | 70 | 84 | 1.7
